RSV CPE inhibition – RSV antiviral activity via CPE protection, HEp-2 cells, primary 10 µM value included (AID 2391); HEp-2 cells, RSV-induced CPE inhibition; higher % means a stronger effect; CPE inhibition, % at 10 µM, or IC50 in µM where a hit was titrated; actives 0.13% (n = 310,000); in the data active = a potency from the dose series; inconclusive = CPE inhibition mostly from about 23% at the one dose, without a potency; inactive = the rest, 99 in 100 with CPE inhibition below about 21%; note: strong numbers were not always called active
GPR35 antagonists – GPR35 antagonists blocking zaprinast-driven arrestin recruitment, primary screen, imaging, U2OS, beta-arrestin-GFP, zaprinast agonist (AID 2058). U2OS GPR35 beta-arrestin-GFP translocation imaging, zaprinast antagonism; higher % means a stronger effect. one-dose inhibition, % at 10 µM; IC50 in µM for titrated hits. actives 0.052% (n = 290,000);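 active = inhibition of at least 50% with at least 30 cells and total cytoplasm GFP at most 10,000,000; inconclusive = under 30 cells or total GFP of 10,000,000 plus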
West Nile virus CPE – West Nile virus antiviral activity, cell-based, CPE readout (AID 1621) | CPE inhibition, % at 10 µM; hits with a dose series show IC50 in µM | actives 0.02% (n = 290,000) | West Nile virus-infected cells, CPE inhibition; higher % means a stronger effect; in the data active = a potency from the dose series; inconclusive = CPE inhibition mostly from about 3.7% at the one dose, without a potency; inactive = the rest, 99 in 100 with CPE inhibition below about 2.2%; note: strong numbers were not always called active
Salmonella PhoP GFP – inhibitors of PhoP regulon expression, primary screen, Salmonella Typhimurium, GFP reporter (AID 1863) | actives 0.16% (n = 300,000) | S. Typhimurium PhoP-regulated promoter GFP reporter, 4 h; higher % means a stronger effect | inhibition, % at 50 µM; hits with a dose series show IC50 in µM;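 active = inhibition over 29.93%, a cutoff 3 SD above the screen mean, later confirmed by dose response; inconclusive = inhibition over 29.93% but no dose response follow-up; inactive = inhibition at most 29.93% or unconfirmed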;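 note: 0% = low Mg2+ inducing control and 100% = high Mg2+ repressing control; strong numbers were not always called active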
Dengue-2 NS5 capping – Dengue-2 NS5 methyltransferase inhibitors, primary screen, biochemical, confirmation dose response (AID 588689); actives 0.3% (n = 340,000); one-dose inhibition, % at 25 µM; IC50 in µM for titrated hits; Dengue-2 NS5 methyltransferase capping enzyme assay, biochemical; higher % means a stronger effect; in the data active = a potency from the dose series; inconclusive = inhibition above about 29% without an active follow-up result
Large T inhibition – SV40 large T antigen inhibitors, biochemical (AID 1903) | actives 0.39% (n = 310,000) | SV40 large T antigen ATPase/helicase inhibition assay; higher % means a stronger effect | inhibition, % at 20 µM, or IC50 in µM where a hit was titrated; in the data active = a potency from the dose series; inconclusive = inhibition mostly from about 32% at the one dose, without a potency; inactive = the rest, 99 in 100 with inhibition below about 32%; note: strong numbers were not always called active
MgcRacGAP inhibition – MgcRacGAP GTPase-activating activity inhibitors, confirmation, biochemical, ADP Hunter fluorescence; Rac GTPase-activating protein 1 (Homo sapiens); MgcRacGAP-stimulated Rac1 GTP hydrolysis, ADP Hunter fluorescence; higher % means a stronger effect; GST-tagged Rac1 F28L mutant substrate; inhibition, % at 30 µM; hits with a dose series show IC50 in µM; actives 0.6% (n = 340,000); AID 624330, 2012;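 active = first-screen hits whose inhibition reached a set limit at any dose in the follow-up dose series; inconclusive = inhibition above the set first-screen limit but never retested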;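 note: fluorescence reports GDP produced by GAP-driven GTP hydrolysis; strong numbers were not always called active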
LYP inhibition – inhibitors of LYP phosphatase, biochemical, fluorescence intensity, uHTS (AID 1779); recombinant LYP phosphatase, fluorescence intensity; higher % means a stronger effect; Tyrosine-protein phosphatase non-receptor type 22 (Homo sapiens); one-dose inhibition, % at 11.5 µM; IC50 in µM for titrated hits; actives 0.054% (n = 290,000); in the data active = inhibition above about 50%;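 note: plate controls were vehicle with enzyme for no effect and no enzyme for full effect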
CSM14.1 death rescue – rescue of cells from ER stress-induced death, primary screen, 384-well, CSM14.1, thapsigargin, ATP luminescence (AID 1222) | CSM14.1 thapsigargin-induced death rescue, ATP luminescence; higher % means a stronger effect | cellular ATP content (survival), % at 20 µM; hits with a dose series show EC50 in µM | 190,000 tested, under 10 active;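 active = EC50 below 50 µM in the dose-response confirmation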;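 note: death triggered by thapsigargin at about 15 µM added after 2 h compound pretreatment; cell ATP read after overnight thapsigargin exposure of roughly 18 to 22 hours; normalized against plate controls of thapsigargin alone and 5% DMSO vehicle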
Dengue-2 NS5 capping pilot replicate – further read-out of Dengue-2 NS5 capping, marked with its call; inhibition, %; measured here: pilot screen replicate inhibition
Active calls of the source: *; ? = inconclusive; . = not tested or not shown. Hits appear at their usual frequency; overall some 1.5% were active at least once.

SMILES	RSV CPE inhibition	GPR35 antagonists	West Nile virus CPE	Salmonella PhoP GFP	Dengue-2 NS5 capping	Large T inhibition	MgcRacGAP inhibition	LYP inhibition	CSM14.1 death rescue	others
Cc1ccccc1-n1c(-c2ccoc2C)n[nH]c1=S	1.3%	-9%	-0.5%	0%	-10%	14%	4%	1%	-0.4%
CCNc1ccc(P(=O)(c2ccccc2)c2ccccc2)cc1	2.3%	-11%	-0.4%	-1%	-6%	6%	7%	-4%	-1.8%
Fc1cccc(NC(=S)Nc2cccc3ccccc23)c1	15%	-1%	-0.6%	1%	-3%	-10%	12%	-10%	.
COC(=O)c1[nH]c2c(c1C)C(=O)CC(c1cccs1)C2 (centres undefined)	1.2%	9%	-0.1%	3%	-5%	-5%	-4%	-4%	1.6%
CCOc1ccc(C(CC(=O)O)NC(=O)CCCOc2ccc(Cl)cc2C)cc1 (centres undefined)	-1.0%	-5%	-0.1%	2%	-1%	3%	4%	9%	0.1%
Cc1cc(C(=O)CSc2nnc(-c3ccccc3)n2-c2ccccc2)c(C)n1-c1ncn[nH]1	5.4%	-4%	0.9%	-8%	-3%	2%	-3%	-1%	0.7%
Oc1[nH]c2ccc(Br)cc2c1N=NC(=S)NCC1CCCO1 (centres undefined)	7.1%	-10%	1.3%	.	-6%	-1%	21%	-1%	.
CCOc1ccc(C2CC(c3ccc(F)cc3)Nc3nc(N)nn32)cc1 (centres undefined)	1.6%	-18%	0.0%	1%	-7%	0%	6%	-8%	.
Cc1ccccc1C(=O)O/N=C(\N)c1ccccc1	1.3%	12%	-1.3%	1%	-1%	21%	5%	-6%	.
CCCc1nc2sc3c(=O)n(N)cnc3c2c2c1COC(C)(C)C2	2.8%	0%	-0.5%	-9%	.	0%	.	-6%	-1.5%
N#CC(Cc1ccccc1OC(F)F)c1nc2ccccc2[nH]1 (centres undefined)	2.3%	-11%	-1.2%	-17%	-1%	7%	5%	-8%	0.1%
Cc1ccc(CN2C(=O)c3ccccc3NC23CCN(Cc2ccccc2)CC3)cc1	0.4%	13%	-1.7%	-1%	-12%	-3%	8%	-8%	-1.5%
COc1cccc(OC)c1OCCN1CCN(C(c2ccccc2)c2ccccc2)CC1	4.7%	-3%	-1.6%	18%	-5%	0%	4%	-3%	.
COc1ccc(Cn2nnnc2CN(Cc2cc3cc(C)ccc3[nH]c2=O)C2CCCC2)cc1	1.9%	-8%	-0.2%	-17%	-11%	19%	2%	21%	.
O=c1[nH][nH]c(-c2ccccc2)c1C=Nc1ccccc1	0.9%	10%	.	5%	1%	5%	9%	-4%	0.8%

The final 7 entries of the part above lead into the next.
SMILES	RSV CPE inhibition	GPR35 antagonists	West Nile virus CPE	Salmonella PhoP GFP	Dengue-2 NS5 capping	Large T inhibition	MgcRacGAP inhibition	LYP inhibition	CSM14.1 death rescue	others
Cc1ccccc1C(=O)O/N=C(\N)c1ccccc1	1.3%	12%	-1.3%	1%	-1%	21%	5%	-6%	.
CCCc1nc2sc3c(=O)n(N)cnc3c2c2c1COC(C)(C)C2	2.8%	0%	-0.5%	-9%	.	0%	.	-6%	-1.5%
N#CC(Cc1ccccc1OC(F)F)c1nc2ccccc2[nH]1 (centres undefined)	2.3%	-11%	-1.2%	-17%	-1%	7%	5%	-8%	0.1%
Cc1ccc(CN2C(=O)c3ccccc3NC23CCN(Cc2ccccc2)CC3)cc1	0.4%	13%	-1.7%	-1%	-12%	-3%	8%	-8%	-1.5%
COc1cccc(OC)c1OCCN1CCN(C(c2ccccc2)c2ccccc2)CC1	4.7%	-3%	-1.6%	18%	-5%	0%	4%	-3%	.
COc1ccc(Cn2nnnc2CN(Cc2cc3cc(C)ccc3[nH]c2=O)C2CCCC2)cc1	1.9%	-8%	-0.2%	-17%	-11%	19%	2%	21%	.
O=c1[nH][nH]c(-c2ccccc2)c1C=Nc1ccccc1	0.9%	10%	.	5%	1%	5%	9%	-4%	0.8%
Cc1ccc2[nH]c(C)c(CCNC(=O)c3c(N)no[n+]3[O-])c2c1	18%	9%	-0.6%	-11%	-4%	4%	13%	2%	-9.5%
Cc1ccc(NS(=O)(=O)c2cc(C(=O)Nc3cccnc3)ccc2C)cc1	3.1%	-2%	-0.7%	1%	-5%	15%	6%	-7%	.
COc1ccc(CN2CCCC2C(=O)Nc2ccc(OC)c(OC)c2)cc1OC (centres undefined)	-0.1%	0%	-0.6%	-8%	3%	-2%	1%	-5%	0.6%
CCOc1ccc(-n2c(O)c(/C=N/Nc3nc(C)cc(C)n3)c3ccccc3c2=O)cc1	10%	9%	0.0%	-7%	-1%	6%	-3%	1%	0.8%
C=CCn1c(O)c(N=NC(=S)Nc2cccc(C)c2)c2ccccc21	5.3%	17%	-1.3%	5%	3%	4%	6%	3%	1.5%
Nc1nonc1-c1nc2ccccc2n1CC(=O)NC1CCCC1	2.2%	4%	0.9%	-11%	-6%	12%	9%	-9%	-0.4%
O=C(O)C1CCCN1C(=O)OCC1c2ccccc2-c2ccccc21 (centres undefined)	3.1%	0%	0.7%	0%	-3%	5%	4%	-4%	.
CCOc1cc(NC(=O)c2ccccc2C(=O)O)c(OCC)cc1NC(=O)c1ccccc1F	5.8%	-3%	1.0%	5%	.	12%	55µM*	7%	.
COc1cc(NC(=O)CN(C)S(=O)(=O)c2ccc3c(c2)CC(C)N3C(C)=O)cc(OC)c1 (centres undefined)	6.4%	-3%	-0.8%	-8%	-2%	4%	6%	-10%	.
O=C(NC(=S)NNC(=O)c1cnccn1)c1ccc(Cl)cc1	1.4%	2%	?	.	-1%	9%	11%	-4%	.
COC(=O)C1=C(C)N(C)C(C)=C(C(=O)OC)C1c1ccncc1	3.8%	-1%	0.3%	5%	-2%	12%	3%	-2%	2.6%
COCCC(=O)N1CCC(Oc2ccc(C(=O)N3CCC(N(C)C)C3)cc2)CC1 (centres undefined)	1.2%	-14%	0.4%	-4%	-5%	19%	8%	-2%	.
O=C(NNC(=O)c1ccc(Cl)c(S(=O)(=O)Nc2ccc(Cl)cc2)c1)c1ccc(=O)[nH]c1	0.4%	.	.	-10%	-3%	5%	4%	.	.
Cc1cccc(NC(=O)C2C3C=CC(O3)C2C(=O)O)c1C (centres undefined)	1.5%	4%	-0.4%	13%	7%	0%	-17%	-12%	.
Cc1c(C(=O)NCCSc2ccc(Cl)cc2)cccc1[N+](=O)[O-]	1.5%	-7%	-0.7%	-8%	-3%	6%	7%	-10%	-1.1%

2 records drawn at random from those above:
SMILES	RSV CPE inhibition	GPR35 antagonists	West Nile virus CPE	Salmonella PhoP GFP	Dengue-2 NS5 capping	Large T inhibition	MgcRacGAP inhibition	LYP inhibition	CSM14.1 death rescue	others
COC(=O)C1=C(C)N(C)C(C)=C(C(=O)OC)C1c1ccncc1	3.8%	-1%	0.3%	5%	-2%	12%	3%	-2%	2.6%
COc1ccc(CN2CCCC2C(=O)Nc2ccc(OC)c(OC)c2)cc1OC (centres undefined)	-0.1%	0%	-0.6%	-8%	3%	-2%	1%	-5%	0.6%

(listing goes on)
SMILES	RSV CPE inhibition	GPR35 antagonists	West Nile virus CPE	Salmonella PhoP GFP	Dengue-2 NS5 capping	Large T inhibition	MgcRacGAP inhibition	LYP inhibition	CSM14.1 death rescue	others
Cc1c(O)c2c3c(cccc3c1O)C(=O)N(c1ccccc1)C2=O	0.9%	-2%	-0.3%	-18%	25%	21%	10%	-2%	3.0%
Cc1onc(-c2ccccc2)c1C(=O)c1c[nH]c(C(=O)NCc2ccccn2)c1	8.6%	4%	-1.0%	-6%	-4%	9%	3%	-5%	0.4%
Cc1ccccc1N(CC(=O)N/N=C/c1ccccc1Cl)C(=O)c1ccccc1	3.8%	-6%	-0.3%	8%	8%	22%	4%	-4%	-2.2%
O=c1[nH]cnc2sc3c(c12)CCN(Cc1ccccc1)C3	1.9%	7%	-0.5%	-10%	3%	34%	8%	-18%	1.6%
Cc1ccc(NC(=O)C2C3C=CC(O3)C2C(=O)O)cc1C (centres undefined)	0.0%	3%	0.1%	6%	.	-1%	12%	-7%	.
O=c1c2[nH]c3ccccc3c2ncn1CCN1CCNCC1	0.4%	21%	0.0%	4%	2%	3%	6%	-9%	2.5%
COc1cc(C(=O)NC(C)CCn2cccn2)ccc1OC1CCN(C(C)=O)CC1 (centres undefined)	0.6%	1%	-0.1%	-10%	-6%	4%	4%	-10%	.
Clc1ccc(OCCCNCc2ccccc2)c(Br)c1	1.6%	10%	-0.6%	69µM*	0%	2%	8%	-8%	-1.8%
c1ccc(CSc2ccc3nnc(-c4cccnc4)n3n2)cc1	1.5%	-5%	-0.2%	-9%	1%	12%	8%	-3%	-0.1%
COc1ccc(-c2csc(NC(=O)C3=NN(c4ccccc4)C(=O)CC3)n2)cc1	1.2%	4%	1.1%	-3%	17%	8%	5%	4%	19%
O=C(NCc1ccco1)c1c(F)cccc1Cl	0.8%	0%	-0.4%	0%	-9%	5%	0%	-3%	0.7%
Cc1ccc(C(=O)CSc2nc(C)cc(=O)[nH]2)cc1	1.2%	3%	-0.5%	1%	0%	-6%	4%	-9%	-0.4%
COc1ccc(C(=O)OCC(=O)N2CCCC2=O)c(OC)c1	3.6%	4%	0.8%	-7%	-9%	2%	-20%	-2%	-0.7%
CCCN1C2CCCC1CC(NC(=O)c1cccc(Cl)c1)C2 (centres undefined)	0.9%	-5%	1.2%	4%	1%	3%	7%	-1%	.	Dengue-2 NS5 capping pilot replicate=-4.3

Sorted by molecular weight (lowest first): some entries from above
SMILES	RSV CPE inhibition	GPR35 antagonists	West Nile virus CPE	Salmonella PhoP GFP	Dengue-2 NS5 capping	Large T inhibition	MgcRacGAP inhibition	LYP inhibition	CSM14.1 death rescue	others
Cc1cccc(NC(=O)C2C3C=CC(O3)C2C(=O)O)c1C (centres undefined)	1.5%	4%	-0.4%	13%	7%	0%	-17%	-12%	.
O=C(O)C1CCCN1C(=O)OCC1c2ccccc2-c2ccccc21 (centres undefined)	3.1%	0%	0.7%	0%	-3%	5%	4%	-4%	.
CCCc1nc2sc3c(=O)n(N)cnc3c2c2c1COC(C)(C)C2	2.8%	0%	-0.5%	-9%	.	0%	.	-6%	-1.5%
